p53null 39C tox = selectivity test: cytotoxicity in p53 null cells, nonpermissive temperature. H1299 p53-null (neo) cells, 39C, ATPlite viability, 24 h. Potency, µM (titrated, usually from 46.1 µM), for inactives: at the top dose activity, negative = cell killing, hits mostly cytotoxic. actives 0.97% (n = 55,000);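 further: potency means the concentration at half of the fitted maximal effect; 0% = DMSO only and -100% = full killing by 100 µM tamoxifen; nearly all actives have a fitted effect of over 50% in size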
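Temperature-shift cytotoxicity format: compound titrations on p53-null or A138V-expressing H1299 cells held 24 hr at 39C, cell ATP then measured, AC50 from Hill model.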
FH mod = Identification of activators of human fumarate hydratase by quantitative high-throughput screening; actives 0.22% (n = 54,000); Potency, µM (highest dose often 79.9 µM), without a hit: top-dose activity change, negative = inhibition, usual class: inhibitors; FH coupled MDH/diaphorase resazurin fluorescence, 15 min; further: potency means the concentration at half of the fitted maximal effect; on the % scale 0 is the no-effect control and ±100 the full control effect; the screen sought activators but most active calls are inhibition curves; nearly all actives have a fitted effect of over 45% in size
GALK inhibitor = inhibits human galactokinase | P51570 | 44,000 tested, under 10 active | Potency, µM (doses to about 57.5 µM), without a hit: at the top dose activity, negative = inhibition, most hits filed as inhibitors | recombinant GALK, Kinase-Glo ATP luminescence, 1 h;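 further: plate controls were full GALK reaction for no effect and reaction lacking GALK for full effect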
Target sequence (P51570 whole entry, looked up): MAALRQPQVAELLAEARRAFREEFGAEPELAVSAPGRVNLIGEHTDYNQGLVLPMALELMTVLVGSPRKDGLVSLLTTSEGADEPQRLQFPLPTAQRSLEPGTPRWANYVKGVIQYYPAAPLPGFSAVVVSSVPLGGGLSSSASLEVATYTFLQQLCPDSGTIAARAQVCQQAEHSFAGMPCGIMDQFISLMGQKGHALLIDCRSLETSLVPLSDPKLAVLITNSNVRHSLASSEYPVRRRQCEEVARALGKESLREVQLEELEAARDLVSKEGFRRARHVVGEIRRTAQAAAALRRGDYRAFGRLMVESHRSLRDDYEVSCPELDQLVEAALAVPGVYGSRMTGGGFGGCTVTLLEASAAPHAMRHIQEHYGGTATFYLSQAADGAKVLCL
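5 nM GALK; 35 uM ATP; 100 uM D-galactose; 20 mM HEPES pH 8.0, 5 mM MgCl2, 60 mM NaCl, 1 mM DTT, 0.01% BSA; 1 h RT; Kinase-Glo Plus luminescence.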
p53null 32C kill = kills p53 null cells at the permissive temperature. H1299-neo p53 null cells, ATP luminescence, 24 h, 32C. Potency, µM (series often up to 46.1 µM), inactives show top-dose activity change, negative = cytotoxicity, actives largely listed as cytotoxic. actives 0.62% (n = 55,000). AID 903;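 further: potency means the concentration at half of the fitted maximal effect; 0% = DMSO only and -100% = full killing by 100 µM tamoxifen; nearly all actives have a fitted effect of over 55% in size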
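H1299-neo (p53 null) cells, 600/well, treated 24 h at 32C with compound up to 46 uM; ATPlite luminescence viability, normalized to DMSO and 100 uM tamoxifen; AC50 by Hill fit.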
PTAP-TSG101 blk = inhibitors of HIV-1 PTAP binding to human TSG101, validation | Q99816 | Fluorescence polarization, FITC-PTAP peptide/Tsg101, 20 min | Potency, µM (series often up to 115 µM), for inactives: at the top dose activity change, negative = inhibition, most hits filed as inhibitors | 44,000 tested, under 10 active; further: potency means the concentration at half of the fitted maximal effect; 0% is about no effect
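The Tsg101 binding domain, at 10 uM final, is mixed with compound and a FITC peptide bearing the PTAP motif (50 nM final). After 20 min at r.t., polarization is measured; actives defined by CRC class, efficacy cut-off 60% inhibition.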
NTMT1 inhibitor = inhibitors of human N-terminal methyltransferase NTMT1. Q9BV86. NTMT1 MTase-Glo SAH luminescence, purified enzyme. Potency, µM (titrated, usually from 114 µM), inactives show at the top dose activity change, negative = inhibition, most hits filed as inhibitors. actives 2.5% (n = 59,000);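 further: potency means the concentration at half of the fitted maximal effect; plate controls were DMSO vehicle for no effect and no enzyme for full effect; nearly all actives have a fitted effect of over 65% in size; many of its hits are not listed in these tables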
Target sequence (Q9BV86 whole entry, looked up): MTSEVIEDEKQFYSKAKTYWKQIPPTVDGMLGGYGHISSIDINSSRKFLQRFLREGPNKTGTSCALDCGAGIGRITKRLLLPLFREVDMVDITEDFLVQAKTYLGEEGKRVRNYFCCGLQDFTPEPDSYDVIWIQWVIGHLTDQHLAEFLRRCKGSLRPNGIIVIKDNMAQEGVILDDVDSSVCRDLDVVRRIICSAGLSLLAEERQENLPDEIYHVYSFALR
B2AR arrestin ag = agonists recruiting beta-arrestin to human beta2-adrenergic receptor; HTLA Tango cells, beta-arrestin recruitment, luciferase luminescence, 18 h; P07550; 44,000 tested, under 10 active; Potency, µM (doses to about 46.1 µM), for the others: at the top dose activation, usual class: activators;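 further: potency means the concentration at half of the fitted maximal effect; 0% = DMSO and full agonism = EC100 isoproterenol or metaproterenol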
Target sequence (P07550 whole entry, looked up): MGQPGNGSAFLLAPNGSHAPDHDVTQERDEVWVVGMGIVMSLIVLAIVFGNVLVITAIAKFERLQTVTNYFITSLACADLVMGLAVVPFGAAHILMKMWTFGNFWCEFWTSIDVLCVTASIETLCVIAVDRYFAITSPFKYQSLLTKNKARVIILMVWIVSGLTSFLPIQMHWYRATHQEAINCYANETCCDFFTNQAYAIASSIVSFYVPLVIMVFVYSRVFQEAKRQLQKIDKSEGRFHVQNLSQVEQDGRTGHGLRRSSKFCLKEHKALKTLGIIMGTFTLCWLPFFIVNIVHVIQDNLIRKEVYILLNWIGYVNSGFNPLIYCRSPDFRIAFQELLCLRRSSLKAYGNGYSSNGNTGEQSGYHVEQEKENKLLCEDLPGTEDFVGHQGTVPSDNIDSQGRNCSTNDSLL
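Receptor–beta-arrestin recruitment read by tTA-responsive luciferase: compound titrations (up to 46 µM) incubated 18 h with Tango cells, then luminescent substrate 15 min at room temperature. Concentration-response fits classified by r2, efficacy and activity.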
Starred values were filed as active, the others as inactive; u = inconclusive; x = not tested or not shown; & = joins results of further samples; [ ] = dose if it differs, or a comment. The call rests on the fitted dose curve; in most records, active means well fitted curve in the direction sought with a large enough effect; inconclusive means small, poorly fitted or top-dose-only effect, or another doubt; inactive means no such curve, though single readings can be large; an effect the other way counts as inactive or inconclusive. An excerpt; the hit share may differ from the screen's.

SMILES	p53null 39C tox	FH mod	GALK inhibitor	p53null 32C kill	PTAP-TSG101 blk	NTMT1 inhibitor	B2AR arrestin ag
CCC1CCCCN1CC(=O)N1CCCc2c1c(=O)oc1ccc(OCc3ccccc3)cc21 (stereo not drawn)	u	u	1%	6%	-1%	-5%	1%
Cc1ccccc1CCNC(=O)c1ccc2c(c1)nc1n2CCOC1	3.2µM*	1%	2%	7.9µM*	1%	-22%	-1%
COc1cccc(CNC(=O)c2cc(-c3cccc(OC)c3)n[nH]2)c1	-14%	-18%	3%	0%	-2%	-14%	2%
CCc1ccccc1NC(=O)Cn1nc(C(F)(F)F)c2c1CCC2	-9%&-12%	2%	0%	-2%&-1%	-5%	-2%	-2%
CN(Cc1ccccc1)C(=O)Cn1c(=O)c2cccn2c2ccc(F)cc21	-7%	-5%	2%	4%	1%	13%	4%
COc1ccc(CCNC(=O)Cn2nc(C)n3c(cc4cc(F)ccc43)c2=O)cc1OC	-28%	x	4%	-9%	-1%	x	-2%
Cc1ccc(NC(=O)CSc2nc(=O)cc(N)n2CCc2ccccc2)cc1	-21%	-25%	2%	17%	-5%	-13%	0%
O=C(O)c1cccc(NC(=O)c2cc3cc(Br)cc(Br)c3oc2=O)c1	-2%	-9%	-3%	4%	-2%	-6%	0%
CCCCOc1ccc(-c2nn(-c3ccccc3)cc2C2NC(=O)NC(C)=C2C(=O)OCC)cc1 (stereo not drawn)	50%[activator]	-26%	1%	41%[activator]	-8%	6%	1%
COc1ccccc1C(=O)Nc1sc(Nc2ccccc2)nc1C(N)=O	-12%	-19%	u	-14%	2%	1%	0%
COc1ccc(-c2nc(SCC(=O)NCCc3ccc(OC)c(OC)c3)n[nH]2)cc1	-22%	-1%	5%	-25%	-2%	-4%	0%
Cc1ccc(NC(=O)Cc2ccc(NC(=O)N3CCCCc4ccccc43)cc2)cc1Cl	-13%	-3%	6%	-6%	1%	6%	-1%
CCc1cc(=O)[nH]c(SCc2nc(-c3ccccc3C)no2)n1	-9%	-21%	-1%	-11%	-9%	-4%	0%
CCc1cccc(NC(=O)C2CCCN2S(=O)(=O)c2ccc3nc(-c4ccccc4)[nH]c3c2)c1 (stereo not drawn)	4%	u	-9%	4%	-10%	-4%	2%
COc1ccccc1-c1cc(C(F)(F)F)nc(S(=O)(=O)CCCC(=O)Nc2cc(OC)c(OC)c(OC)c2)n1	u	0%	1%	u	-12%	9%	1%
Cc1cc(Br)ccc1NC(=O)Cn1cc(S(=O)(=O)N2CCN(c3ccccc3F)CC2)c2ccccc2c1=O	-10%	-15%	2%	-3%	-2%	1%	0%
COc1cccc(C(=O)Nc2ccc(-n3nncc3-c3ccccc3)cc2)c1OC	-22%	10%	0%	-1%	-5%	56µM*	-1%
Cc1ccc2nc(NC(=O)CSc3nccn3Cc3ccccc3)sc2c1	66%[activator]	-18%	1%	83%[activator]	1%	18%	0%
CC(=O)c1cccc(NC(=O)CSc2nc3c(=O)n(C)c(=O)n(C)c3n2C)c1	0%	8%	-6%	10%	-3%	10%	-3%
Cc1nn(-c2ccc(N3CCCC3)nn2)c(C)c1CCC(=O)NCc1ccc(OC(C)C)cc1	-22%	x	2%	3%	-4%	x	2%
CCN1CCN(Cc2c(O)ccc3oc(C)c(C(=O)Nc4ccc(OC)cc4)c23)CC1	4%	x	9%	-2%	-10%	x	-2%
COc1ccc(CC(=O)NCC(c2ccc(N(C)C)cc2)N2CCOCC2)cc1OC (stereo not drawn)	13%	-2%	-5%	4%	-7%	-2%	1%
Cc1ccc(NC(=O)Cn2c(=O)cc(-c3ccccc3)c3c(C)nn(C)c32)c(Cl)c1	-6%	-25%	2%	-6%	-1%	1%	0%
Clc1ccc(C(c2ccccc2)c2c[nH]c3ccccc23)s1 (stereo not drawn)	-9%	u	3%	7%	-3%	-2%	0%
CC(C)c1ccc(NS(=O)(=O)c2ccc3nc(-c4ccccc4)[nH]c3c2)cc1	20µM*	-1%	2%	u	0%	-16%	-1%

(continued)
SMILES	p53null 39C tox	FH mod	GALK inhibitor	p53null 32C kill	PTAP-TSG101 blk	NTMT1 inhibitor	B2AR arrestin ag
COc1ccccc1CNC(=O)C(=O)NCC(c1cccnc1)N1CCN(c2ccccc2)CC1 (stereo not drawn)	-7%	-7%	u	-6%	-6%	0%	-1%
CC(=O)NCCNC(=O)CCCc1nnc2n(CCC(C)C)c(=O)c3sccc3n12	16%	-4%	5%	0%	-2%	u	0%
Cc1cccc(NC(=O)C(=O)NCC(c2cccnc2)N2CCN(Cc3ccccc3)CC2)c1 (stereo not drawn)	-13%	-12%	-10%	1%	-2%	1%	-1%
CCC(NC(=O)Nc1ccc(OC)c(OC)c1)c1c(-n2cccc2)sc2c1CCN(C)C2 (stereo not drawn)	-12%	-7%	-7%	-5%	-2%	6%	0%
Cc1c(O)nc(SCC(=O)Nc2ccc(Cl)cc2Cl)n(-c2ccc(F)cc2)c1=O	-18%	-7%	0%	6%	0%	-5%	1%
COc1ccc(NC(=O)CCc2nc3cccnc3n2-c2ccccc2)cc1Cl	-10%	1%	4%	-7%	-2%	-19%	1%
COC(=O)c1ccccc1NC(=O)c1ccc(-c2nc(CSc3ccc(C)cc3)c(C)o2)cc1	8%	25%	-1%	-9%	-3%	-30%	0%
CCN1CCc2c(sc(-n3cccc3)c2C(C)NC(=O)Nc2ccc(Br)cc2)C1 (stereo not drawn)	-9%	-14%	-2%	-2%	10%	-8%	0%
Cn1c(=O)n(C)c2cc(N3CCOCC3)c(NC(=O)c3c(F)cccc3F)cc21	-17%	u	-10%	1%	3%	0%	-2%
O=C(NCCC1=CCCCC1)c1ccc2c(c1)ncn2-c1cccc(Cl)c1	-4%	u	1%	8%	-4%	-3%	0%
CCCCn1c(-c2ccc(C)cc2)c(C)n2c3c(=O)n(C)c(=O)n(C)c3nc12	33%[activator]	-13%	1%	2%	0%	u	1%
COc1ccccc1CNC(=O)c1ccc(-c2nc(CS(=O)c3ccccc3)c(C)o2)cc1 (stereo not drawn)	13%	-12%	0%	-6%	-3%	1%	0%
Cc1c(Cl)cccc1NC(=O)C(C)n1c(=O)cc(C)c2c(C)nn(-c3ccccc3)c21 (stereo not drawn)	-13%	-22%	-1%	1%	2%	16%	0%
CCCCSc1nnc2n(-c3ccc(OC)cc3)c(=O)c3c4c(sc3n12)COC(C(C)C)C4 (stereo not drawn)	-7%	-10%	3%	4%	2%	-8%	0%
Cc1nc2c(-c3ccccc3)c(C)nn2c(C)c1CCC(=O)NCc1ccccc1Cl	-16%	-13%	9%	-4%	0%	u	0%
Cc1nc2c(C(=O)NCCc3ccc(Cl)cc3)c[nH]n2c(=O)c1Cc1ccccc1F	u	u	5%	u	-6%	-14%	-2%
Cn1c(=O)c2sccc2n2c(CCCC(=O)NC3CCCCC3)nnc12	-10%	-8%	1%	-2%	-3%	-18%	1%
CCOC(=O)c1c(C)[nH]c(C)c1S(=O)(=O)N1CCN(c2cccc(C(F)(F)F)c2)CC1	-3%	-32%	1%	7%	-3%	-6%	-1%
Cc1cc(C)nc(-n2nc(C)c3c2N(Cc2ccccc2C)C(=O)CC3c2ccc(Cl)cc2)n1 (stereo not drawn)	12%	-7%	6%	6%	-13%	4%	-4%
Cc1ccc2c(c1)CC(C)N2S(=O)(=O)c1nnc(NC(=O)C(C)C)s1 (stereo not drawn)	-1%	0%	4%	-1%	-7%	21%	-1%
O=C(CN1CCN(Cc2ccccc2Cl)C1=O)NCCc1ccc(Cl)cc1	10%	-6%	3%	1%	-2%	-3%	-2%
COCCCNC(=O)CCc1c(C)nc2nc(-c3cc(OC)cc(OC)c3)nn2c1C	-15%	-7%	0%	0%	0%	2%	-2%
CCC(Sc1ncnc2sc3c(c12)CCCC3)C(=O)OCC(C)C (stereo not drawn)	-2%	-3%	2%	7%	-3%	4%	0%
CSc1ccc(CCNC(=O)c2cnn(-c3ccccc3)c2-n2cccc2)cc1	22%	-35%	6%	45%[activator]	1%	-2%	-3%
O=C(c1ccc(Br)cc1)N(Cc1ccco1)c1ccccn1	-9%	3%	-4%	-1%	-5%	-27%	-1%

(cont.)
SMILES	p53null 39C tox	FH mod	GALK inhibitor	p53null 32C kill	PTAP-TSG101 blk	NTMT1 inhibitor	B2AR arrestin ag
O=C(NCc1cccc(Cl)c1)C1CCN(C(=O)c2sccc2-n2cccc2)CC1	6%	-8%	6%	-8%	-4%	0%	0%
Cc1noc(C)c1S(=O)(=O)N(CC(=O)Nc1ccc(F)cc1F)c1ccc(C(C)C)cc1	6%	u	7%	-6%	3%	9%	0%
COc1cc(CN(C(=O)c2ccc(C)cc2)C2CCS(=O)(=O)C2)cc(OC)c1OC (stereo not drawn)	-17%	3%	-1%	5%	0%	10%	1%
Cc1cc(SCC(=O)NCc2ccc(Cl)cc2)nc(=O)[nH]1	27%	-2%	-6%	2%	-2%	-1%	-3%
COc1ccc(C2CC(=O)Nc3c2c(=O)[nH]c2nc4ccccc4n32)cc1 (stereo not drawn)	-11%	-4%	8%	8%	-1%	23%	1%
Cc1ccc(CCNC(=O)c2ccc(CS(=O)(=O)c3ccc(Cl)cc3)o2)cc1	1%	-27%	u	-7%	3%	2%	1%
CC(C)(C)OC(=O)N1CCC(c2c(C(=O)NCCN3CCOCC3)cnn2-c2ccc(F)cc2F)CC1	-23%	9%	0%	-1%	-1%	u	-1%
CCC(=O)N1CCc2cc(S(=O)(=O)NC(C(=O)NCCc3ccc(Cl)cc3)C(C)C)ccc21 (stereo not drawn)	15%	-4%	-1%	5%	-3%	10%	-2%
CCOC(=O)C1CCN(c2cc3c(cc2NC(=O)c2ccccc2Cl)n(C)c(=O)n3C)CC1	-9%	u	0%	-1%	-20%	-17%	0%
Cc1ccc(-n2nc(C(=O)Nc3ccc(F)cc3F)c3c4ccccc4n(C)c3c2=O)cc1	13%	4%	-1%	0%	-1%	3%	0%
O=C(c1ccc(CS(=O)c2ccccc2Cl)o1)N1CCN(c2cccc(C(F)(F)F)c2)CC1 (stereo not drawn)	u	u	4%	-2%	1%	15%	0%
CC(=O)c1ccc(NC(=O)c2sc(-n3nc(C)c(Cc4ccc5c(c4)OCO5)c3C)nc2C)cc1	5%	12%	4%	1%	1%	-4%	-4%

Whole records, quoted from the list:
Record of COc1ccc(C2CC(=O)Nc3c2c(=O)[nH]c2nc4ccccc4n32)cc1 (stereo not drawn) → p53null 39C tox: -11%; FH mod: -4%; GALK inhibitor: 8%; p53null 32C kill: 8%; PTAP-TSG101 blk: -1%; NTMT1 inhibitor: 23%; B2AR arrestin ag: 1%
Record of CCOC(=O)C1CCN(c2cc3c(cc2NC(=O)c2ccccc2Cl)n(C)c(=O)n3C)CC1 → p53null 39C tox: -9%; FH mod: u; GALK inhibitor: 0%; p53null 32C kill: -1%; PTAP-TSG101 blk: -20%; NTMT1 inhibitor: -17%; B2AR arrestin ag: 0%

Screening data: PubChem BioAssay, National Center for Advancing Translational Sciences (NCATS)
